Imprint erasure = genomic imprint erasure induction. mouse ES Peg3-LacZ reporter, beta-gal luminescence, 40 h. Potency, µM (series often up to 60.7 µM), for the others: top-dose activity change, positive = activation, most hits filed as activators. hit rate 0.02% among 110,000. AID 1948;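 further: 0% = negative control wells on the plate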
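Gelatin-coated wells received 300 freshly trypsinized female ES cells with a Peg3LacZ-Neo reporter on the maternal allele, then incubated 40 hours at 37C. BetaGlo was added for 5 minutes at room temperature before a single luminescence read.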
p53ts 32C kill = p53ts cell cytotoxicity, permissive temperature | H1299-p53A138V at 32C, ATP luminescence viability, 24 h | Potency, µM (top dose mostly 46.1 µM), for the others: top-dose activity change, negative = cytotoxicity, usual class: cytotoxic | hit rate 0.93% among 130,000 | AID 924;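 further: 0% = DMSO and -100% = full killing by reference compound; nearly all actives have a fitted effect of over 55% in size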
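ATP-content luminescence (ATPlite) read-out after 24 h compound exposure at 32C in H1299-p53A138V cells (600/well). Tested up to 46 uM. Normalized to DMSO (0%) and 100 uM tamoxifen (100% killing); Hill-fit AC50.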
p53ts 39C tox = kills p53ts cells at the nonpermissive temperature. hit rate 1.5% among 130,000. H1299-p53A138V viability at 39C, ATP luminescence, 24 h. Potency, µM (highest dose often 46.1 µM), for the others: top-dose activity change, negative = cell killing, usual class: cytotoxic; further: nearly all actives have a fitted effect of over 55% in size
IkB sig inh = suppresses IkB signaling in ABC-DLBCL reporter cells | AID 445 | Potency, µM (top dose mostly 57.1 µM), for the others: at the highest dose IkBa stabilization activation | hit rate 0.04% among 110,000 | ABC-DLBCL IkBa-CBG/CBR dual luciferase ratio, 4 h; response scale: scaled: untreated 0%, proteasome inhibitor 100%; active means well fitted curve in the direction sought with a large enough effect in the signal ratio, not every such curve was filed as active; inconclusive means small, poorly fitted or top-dose-only effect, or a change in a side signal; the % refers to the signal ratio;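 further: the direction sought is a rising ratio; 0% = basal untreated cells and 100% = reference inhibitor full response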
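Luminescence ratio of IκBα-fused green versus native red beetle luciferase in OCI-Ly3 cells, 4 h post-doxycycline with compound; red signal alone, scaled from basal (0%) to zero light (-100%), flagged nonspecific or cytotoxic effects.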
Starred values were filed as active, the others as inactive; u = inconclusive; x = not tested or not shown; [ ] = dose if it differs, or a comment. Unless noted, the call rests on the fitted dose curve; in most records, active means well fitted curve in the direction sought with a large enough effect; inconclusive means small, poorly fitted or top-dose-only effect, or another doubt; inactive means no such curve, though single readings can be large; an effect the other way counts as inactive or inconclusive. Unless noted, on the % scale 0 is the no-effect control and ±100 the full control effect; potency means the concentration at half of the fitted maximal effect. Outcome played no part in choosing rows; any-hit rate near 1.7%.

Order of values – IkB sig inh | p53ts 32C kill | p53ts 39C tox | Imprint erasure
O=C(NCc1ccco1)C1CN(S(=O)(=O)c2ccccc2)CCN1S(=O)(=O)c1ccccc1 (stereo unspecified)
 : 0.8% | 2% | 5% | -11%
Cc1nnc(SCc2cc(=O)c3cc(F)ccc3[nH]2)n1C
 : -0.6% | 3% | 10% | 8%[10.9 µM]
Cc1ccc(NC(=O)C2(C)Cc3ccccc3C(=O)O2)c(C)c1 (stereo unspecified)
 : -0.8% | 4% | -6% | -3%[10.9 µM]
CC(C)Oc1ccccc1-c1nc(SCC(=O)O)n[nH]1
 : 4.6% | 1% | 13% | -9%
COCCN1C(=O)N(c2cccc(OC)c2)C(=O)C1CC(=O)Nc1ccccc1 (stereo unspecified)
 : 1.2% | -3% | -27% | -15%[10.9 µM]
Cc1occc1-c1nnc(SCC(=O)NCc2cccs2)n1-c1ccc(F)cc1
 : 0.7% | -20% | -9% | 7%
OCCNc1nc(N2CCCC2)nc(N2CCCC2)n1
 : x | -13% | 8% | x
c1ccc(-n2ncc3c(N4CCN(c5ccccn5)CC4)nc(N4CCCCCC4)nc32)cc1
 : 1.1% | -1% | 9% | 5%
Cc1ccc(NS(=O)(=O)c2ccc3[nH]c(=O)ccc3c2)cc1N(C)C
 : u | -6% | -13% | -3%[10.9 µM]
C/C(N)=C(/C#N)C(=O)CSc1nc2cc(Cl)ccc2c(=O)n1-c1ccc(C)cc1
 : x | -8% | -7% | x
O=c1[nH]ncc2c3ccccc3n(Cc3ccc(F)cc3)c12
 : x | 10% | 5% | x
CCOc1ccc(-c2cn(S(=O)(=O)c3cccc4nsnc34)nc2N)cc1
 : 0.0% | 0% | -4% | -6%
CCOC(=O)c1c(C)oc2nc(C)nc(NCC3CCN(Cc4ccc(C)cc4)CC3)c12
 : u | 3% | -9% | -14%[10.9 µM]
CS(=O)(=O)N1CCC[C@@]2(CCN(c3ccccc3)C2)C1
 : 3.4%[11.4 µM] | 2% | -9% | x
Cn1nc(C(=O)N2CCN(c3ccc(F)cc3)CC2)c2c1-c1ccccc1SC2
 : -0.3% | u | 20µM* | -10%[10.9 µM]
Cc1ccc(-c2nnc3ccc(SCC(=O)Nc4cc(C)on4)nn23)cc1
 : -3.4% | 1% | 3% | -3%
CCc1ccc(-n2nc(C)c3c(C(=O)Nc4cc(C)c(Cl)cc4OC)cc(C)nc32)cc1
 : u | -7% | 21% | 9%[10.9 µM]
COc1ccc(/C=N/NC(=O)c2[nH]c(C)c(C(=O)N/N=C/c3ccc(OC)cc3)c2C)cc1
 : x | u | -16% | x
CCC(=O)N1CCc2cc(S(=O)(=O)CCC(=O)N3CCN(c4ccccc4Cl)CC3)ccc21
 : -1.3% | 2% | 10% | 1%[10.9 µM]
Cn1cc(CN(C(=O)Nc2ccccc2)C2CCCCC2)c2ccccc21
 : u | -24% | u | -8%[10.9 µM]
COc1ccc(OC)c(S(=O)(=O)N(C)CC(=O)N2CCc3ccccc3C2)c1
 : 0.3% | 7% | 8% | -9%
N#CCCn1c2ccccc2c2nc3ccccc3nc21
 : -0.7% | -6% | -8% | 3%
Cc1ccc(CNC(=O)CSc2nc(C)cc(C)c2C#N)cc1
 : 1.8% | 0% | 12% | -1%
COc1cccc(OCc2nc3ccccc3n2Cc2ccccc2C)c1
 : u | 6% | u | -7%[10.9 µM]
Cc1cccc(N2CCN(C(=O)c3ccc4c(c3)N(Cc3cccc(Cl)c3)C(=O)c3ccccc3S4(=O)=O)CC2)c1C
 : 0.0% | 5% | -7% | -15%[10.9 µM]
N#Cc1c(SCC(=O)N2CCCCC2)nsc1SCC(=O)N1CCCCC1
 : -0.4% | 2% | 2% | -15%
CCOc1cc(C2NC(=O)c3c(sc4c3CCN(C)C4)N2)ccc1OC(=O)c1ccccc1Cl (stereo unspecified)
 : -0.8% | 12% | 33%[activator] | 10%[10.9 µM]
Cc1ccc(CNC(=O)C2CCN(c3nc4ccc(C)cc4[nH]3)CC2)cc1
 : -1.3% | -11% | 2% | 14%[10.9 µM]
Cc1ccc2c(c1)C(c1ccc(F)cc1)N(C(=O)C(C)C)CC(=O)N2 (stereo unspecified)
 : -4.9% | 5% | 17% | 9%[10.9 µM]
COC(=O)c1ccc(C(=O)OC)c(NC(=O)CSc2nnc(-c3ccccc3Cl)o2)c1
 : -0.8% | 7% | 15% | -8%

Structures listed so far with an aryl methoxy group, in the order listed:
Order of values – IkB sig inh | p53ts 32C kill | p53ts 39C tox | Imprint erasure
COCCN1C(=O)N(c2cccc(OC)c2)C(=O)C1CC(=O)Nc1ccccc1 (stereo unspecified)
 : 1.2% | -3% | -27% | -15%[10.9 µM]
CCc1ccc(-n2nc(C)c3c(C(=O)Nc4cc(C)c(Cl)cc4OC)cc(C)nc32)cc1
 : u | -7% | 21% | 9%[10.9 µM]
COc1ccc(/C=N/NC(=O)c2[nH]c(C)c(C(=O)N/N=C/c3ccc(OC)cc3)c2C)cc1
 : x | u | -16% | x
COc1ccc(OC)c(S(=O)(=O)N(C)CC(=O)N2CCc3ccccc3C2)c1
 : 0.3% | 7% | 8% | -9%
COc1cccc(OCc2nc3ccccc3n2Cc2ccccc2C)c1
 : u | 6% | u | -7%[10.9 µM]

Following part
Order of values – IkB sig inh | p53ts 32C kill | p53ts 39C tox | Imprint erasure
COc1cc(C)c(C(C)C)cc1S(=O)(=O)NCCCn1ccnc1
 : -1.4% | 12% | -3% | 14%
Cc1cc(SCC(=O)c2ccc(Br)cc2)cc(C)[o+]1
 : 1.7%[11.4 µM] | -5%[9.22 µM] | -7%[9.22 µM] | -13%[10.9 µM]
COCC(C)NC(=O)c1ccccc1OC(C)=O (stereo unspecified)
 : -1.3% | 3% | 8% | -10%
CC1CCCN(S(=O)(=O)c2cc(Cl)ccc2Cl)C1 (stereo unspecified)
 : 3.3% | -6% | -8% | -15%
Cc1cccc(CNc2ncnc3ccc(-c4cccc(C#N)c4)cc23)c1
 : -1.0%[11.4 µM] | u | u | -24%
CCn1c(SCc2cccc(C(=O)O)c2)nnc1-c1ccccc1
 : 0.9% | 3% | 8% | -8%
CCOc1ccc(NC(=O)CN2CCN(CC(=O)Nc3ccc(F)c(F)c3)CC2)cc1
 : 3.4% | -8% | -13% | -9%
COc1cc(Cl)c(C)cc1NC(=O)CSc1ncc(S(=O)(=O)c2ccc(C(C)(C)C)cc2)c(=O)[nH]1
 : u | 11% | -22% | -7%[10.9 µM]
COc1ccc(N2CC(NC(=O)c3ccc(Br)o3)CC2=O)cc1 (stereo unspecified)
 : -1.7% | -5% | -5% | 26%[10.9 µM]
Cc1cc2nc3c(=O)[nH]c(=O)nc-3n(CC(O)C(O)C(O)CO)c2cc1C (stereo unspecified)
 : 1.1%[11.4 µM] | 3% | -4% | 8%
CCC(=O)N1CCN(c2nc(-c3ccc(Cl)cc3)cs2)CC1
 : x | -14% | -22% | x
COc1ccc(-c2nc3n(n2)C(c2ccc(OC)cc2)C(C(=O)Nc2cccnc2)=C(C)N3)cc1 (stereo unspecified)
 : u | -1% | 5% | -11%[10.9 µM]
CCOc1ccccc1NC(=O)N1CCCC1C(=O)Nc1nnc(CC)s1 (stereo unspecified)
 : 0.4% | 8% | 16% | -7%
COc1cccc(NC2=NCC(=O)N2Cc2cccs2)c1
 : 0.0% | 9% | 5% | -7%
COc1ccccc1-n1cc(-c2ccc(C)cc2)nc1S(=O)(=O)CC(=O)Nc1ccccc1C(F)(F)F
 : 18% | 4% | 39%[activator] | 13%[10.9 µM]
COc1ccc(N(C(C)C(=O)NCc2ccco2)S(C)(=O)=O)cc1 (stereo unspecified)
 : 6.1% | -8% | 6% | 19%
CCn1c(SCC(=O)NC2CCCCC2)nc2c(c1=O)SC(C)C2 (stereo unspecified)
 : 1.7% | -1% | 3% | -13%
CCn1nc(NC(=O)c2ccccn2)c2cc3cccc(C)c3nc21
 : 1.1% | 3% | 2% | -4%
O=c1c2ccccc2nc(SCc2cc(F)cc3c2OCOC3)n1Cc1ccco1
 : 1.0% | -14% | -10% | -11%
CCOC(=O)c1c(NC(=O)CNCCO)sc(C)c1C
 : -0.7% | 14% | 5% | 6%
CCOCCCNC(=O)C(c1ccc(C)cc1)N(Cc1cccs1)C(=O)c1ccc(NC(C)=O)cc1 (stereo unspecified)
 : u | -5% | -21% | -10%[10.9 µM]
COc1ccc(C2CC3CC(c4ccccc4)N2O3)cc1 (stereo unspecified)
 : 2.9% | -6% | 5% | 2%
CCC(Sc1nc2cc(OC)c(OC)cc2c2nc(-c3ccccc3)nn12)C(=O)Nc1cccc(C)c1 (stereo unspecified)
 : -2.4% | 5% | 41%[activator] | -3%[10.9 µM]
COc1ccccc1NC(=O)N1CCN(c2ccccn2)CC1
 : 2.9% | 0% | 2% | 9%
CSc1nnc2c3cc(F)ccc3n(Cc3ccccc3)c2n1
 : 2.7% | 6% | 13% | -4%
O=C(COc1ccc(F)cc1)OCc1cc(=O)n2nc(-c3cccs3)sc2n1
 : 0.4% | -4% | -9% | -6%[10.9 µM]
CCOc1ccc(C(=O)NCC(c2ccco2)S(=O)(=O)c2ccc(C)cc2)cc1 (stereo unspecified)
 : -0.3% | 9% | 1% | -7%[10.9 µM]
CCOC(=O)CNC(=O)Cn1cnc2c(nnn2-c2ccc(F)cc2)c1=O
 : 0.0% | -5% | -2% | -12%
CCOC(=O)c1sc(C)c(C(=O)NCCCN2CCOCC2)c1N
 : -2.6% | 5% | 9% | -4%
COc1cccc(-c2noc(CCC(=O)NC3CCCCC3)n2)c1
 : 1.2% | -3% | 3% | -22%

Whole records, looked up by structure. Values in the order: IkB sig inh	p53ts 32C kill	p53ts 39C tox	Imprint erasure
Record of `COCCN1C(=O)N(c2cccc(OC)c2)C(=O)C1CC(=O)Nc1ccccc1` (stereo unspecified) : 1.2%	-3%	-27%	-15%[10.9 µM]
Record of `COc1cccc(NC2=NCC(=O)N2Cc2cccs2)c1` : 0.0%	9%	5%	-7%

Going on with the list:
Order of values – IkB sig inh | p53ts 32C kill | p53ts 39C tox | Imprint erasure
COC(=O)CCn1nnc(-c2ccc(C(C)C)cc2)n1
 : u | u | u | -46%[inhibitor]
O=C(NCc1cccc(Cl)c1)c1ccc(NC(=O)N2CC3CCCN3c3ccccc32)cc1 (stereo unspecified)
 : u | -2% | 5% | -7%[10.9 µM]
O=C(Cn1cc2c(n1)CCCCC2)NCc1cccs1
 : u | -3% | 10% | -12%
COc1cc(OC)cc(C(=O)Nc2ccc3oc(-c4ccccc4C)nc3c2)c1
 : u | 8% | 6% | -13%[10.9 µM]
C=CC[C@@H](C(=O)O)c1ccccc1
 : -1.1%[11.4 µM] | 7%[9.22 µM] | 11%[9.22 µM] | -5%[10.9 µM]
COc1ccccc1CCNC(=O)Cc1c(C)c2cc3c(C)coc3cc2oc1=O
 : -0.2% | -27% | u | -10%[10.9 µM]
CC1=C(C#N)C(c2ccoc2)C(C(=O)OCc2ccccc2)=C(N)S1 (stereo unspecified)
 : 2.4% | -23% | -13% | 1%
O=C(c1cc(C(F)(F)F)cc(C(F)(F)F)c1)N1CCC2(CC1)CN(c1ccncc1)C2
 : 1.1%[11.4 µM] | -22% | -21% | x
COc1ccccc1CNC(=O)Cc1csc2nc(-c3ccccc3)cn12
 : 0.3% | 3% | -26% | -6%[10.9 µM]
CC(=O)OCC1=C(C(=O)O)N2C(=O)[C@@H](NC(=O)Cc3cccs3)[C@@H]2SC1
 : 0.3%[25.6 µM] | -4%[20.6 µM] | 4%[20.6 µM] | 9%[16.8 µM]
CCOC(=O)N1CCc2c(sc3c2c(=O)n(-c2ccc(Cl)cc2)c(=O)n3Cc2cccc(OC)c2)C1
 : -1.9% | -2% | -22% | 10%[10.9 µM]
COc1ccccc1N1CCN(C(=O)c2c(C)oc3ncn(CC(C)C)c(=O)c23)CC1
 : -0.5% | 8% | -1% | u
COc1ccc(N(CC(=O)NCc2ccc(F)cc2)S(=O)(=O)c2c(C)n[nH]c2C)cc1
 : 0.7% | 11% | 24% | 11%[10.9 µM]
CCCCCCCCCCC(C)(C)C(=O)Nc1c(OC)cc(OC)cc1OC
 : x | -15% | u | -16%
Cn1c(=O)c(-c2ccccc2)nc2cnc(Nc3ccccc3)nc21
 : -6.1%[11.4 µM] | -12% | -4% | -4%
COc1ccc(CCNC(=O)CN(c2ccc(OC)c(OC)c2)S(C)(=O)=O)cc1OC
 : -1.3% | -3% | 17% | -14%
Cc1ccc(Cc2c(C)nc3c(C(=O)O)cnn3c2C)cc1
 : -0.8% | 0% | 1% | 2%
